Source: PubChem
Cardiac RTF inh: cardiac RTF calcium desensitization; actives 0.12% (n = 340,000); AID 493244; IANBD-labeled cardiac RTF, Ca2+ fluorescence; P19429+P45379; inhibition, % at 7.15 µM;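 active = inhibition above the mean inhibition of all tested compounds plus 3 SD, cut at about 17% in these data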;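 also: assay run at fixed EC70 calcium of 1.6 mM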
CAL PDZ FP-1: human CAL PDZ-peptide interaction inhibition | Q9HD26 | purified CAL PDZ, TMR-peptide fluorescence polarization, 1 h | inhibition, % at 20 µM | actives 0.02% (n = 330,000) | AID 504414;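 active = highest replicate inhibition of at least 40%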;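 also: plate controls were DMSO neutral control wells for no effect and unlabeled competitor peptide control wells for full effect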
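material = purified tagged CAL PDZ domain construct (CerCALP) | compound dosing = 20 µM, one dose | times = 1 h at RT | measured by = fluorescence polarization from S- and P-plane intensities, G-factor corrected | read-out = inhibition from polarization loss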
C-LANA FP: inhibitors of KSHV LANA C-terminal domain DNA binding; AID 504423; inhibition, % at 9 µM; MBP-C-LANA/FAM-LBS DNA binding, fluorescence polarization; actives 0.078% (n = 340,000);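 active = highest replicate inhibition at or above 60% at 9 µM, even if other replicates fall short; inactive = all replicates below 60% inhibition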;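 also: 0% = neutral control wells and 100% = 4 µM acridine orange control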
SR-BI DiI-HDL act: activators of SR-BI mediated HDL lipid uptake. CHO ldlA[mSR-BI] cells, DiI-HDL uptake fluorescence, 3 h; 100 = double the neutral-control signal. actives 0.096% (n = 320,000). activation, % at 12.5 µM. AID 504775;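 active = mean replicate activation of at least 60% and every replicate at or above 60%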;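 also: 0% = median plate neutral-control signal and 100% = twice that signal; values of inactives mirror those of a sister screen read the other way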
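Test system: SR-BI-overexpressing, LDLR-lacking CHO cells. Measured by: DiI fluorescence, bottom read. Medium: Ham's F12 with 0.5% BSA, HEPES 25 mM, pH 7.4. Timing: 3 h uptake period with compound, 37 °C.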
Keap1 Nrf2 FP: Keap1-Nrf2 (human) interaction inhibition. Q14145. Keap1 Kelch-Nrf2 peptide fluorescence polarization, 1536-well. inhibition, % at 9.4 µM. actives 0.15% (n = 340,000). AID 504523; in the data active = inhibition above about 12%;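 also: human Keap1 Kelch domain with fluorescein labeled Nrf2 9mer peptide probe; 0% = neutral control wells and 100% = peptide positive control; higher means more block of Keap1 binding to Nrf2 peptide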
RTF Ca sens act: increases calcium sensitivity of human cardiac regulated thin filaments. activation, % at 7.2 µM. IANBD-labeled TnC RTF fluorescence at EC20 calcium; 0% EC20 calcium, 100% full calcium. actives 0.24% (n = 340,000). AID 493008;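 active = activation above the mean over all tested compounds plus 3 SD, cut at about 30% in these data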;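 also: rise in fluorescence read as greater calcium sensitivity of cardiac thin filaments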
CAL PDZ FP-2: CAL PDZ (human) peptide binding inhibition. purified CAL PDZ, TMR-peptide fluorescence polarization, 1 h. actives 0.92% (n = 300,000). inhibition, % at 24.9 µM. AID 602252;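 active = mean inhibition of at least 30% with at least half of replicates also reaching 30%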;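 also: 0% = DMSO neutral control and 100% = excess unlabeled competitor peptide PRC23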
Rtt109 Vps75: inhibitors of Candida albicans Rtt109/Vps75 histone acetyltransferase; Q5AAJ8; purified Rtt109/Vps75, ThioGlo CoA-SH fluorescence, 4 h; inhibition, % at 34.9 µM; actives 0.16% (n = 330,000);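 active = inhibition of at least 50% in every replicate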
Target sequence (Q5AAJ8 whole entry, looked up): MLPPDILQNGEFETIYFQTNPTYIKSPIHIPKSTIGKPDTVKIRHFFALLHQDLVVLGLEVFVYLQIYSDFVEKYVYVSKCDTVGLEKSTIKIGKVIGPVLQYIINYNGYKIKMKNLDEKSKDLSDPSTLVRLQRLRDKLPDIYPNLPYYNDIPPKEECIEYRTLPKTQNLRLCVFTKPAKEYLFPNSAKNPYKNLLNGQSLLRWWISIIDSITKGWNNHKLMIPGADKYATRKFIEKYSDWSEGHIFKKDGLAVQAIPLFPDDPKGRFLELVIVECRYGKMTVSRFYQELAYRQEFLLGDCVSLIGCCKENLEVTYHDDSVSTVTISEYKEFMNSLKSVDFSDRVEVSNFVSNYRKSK
PKA-R2B activ: PKA-R2B complex activation; actives 0.079% (n = 340,000); AID 504700; PKA-R2B holoenzyme dissociation, Cy5-IP20 fluorescence polarization; R2B truncated from residue 108, S112A mutant; 0% DMSO only, 100% 113 µM cGMP; activation, % at 11.4 µM;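 active = activation above a cutoff set at the mean over all compounds plus 3 SD, cut at about 18% in these data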;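 also: higher means more holoenzyme dissociation and a rise in polarization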
DAGLB inhibitor: diacylglycerol lipase beta (human) inhibition; AID 504411; HEK293T DAGLB membrane lysate, EnzChek fluorogenic substrate; actives 0.059% (n = 340,000); inhibition, % at 5.17 µM; in the data active = inhibition above about 34%;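 also: 0% = enzyme with vehicle and 100% = wells lacking enzyme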
Target sequence (Q8NCG7 whole entry, looked up): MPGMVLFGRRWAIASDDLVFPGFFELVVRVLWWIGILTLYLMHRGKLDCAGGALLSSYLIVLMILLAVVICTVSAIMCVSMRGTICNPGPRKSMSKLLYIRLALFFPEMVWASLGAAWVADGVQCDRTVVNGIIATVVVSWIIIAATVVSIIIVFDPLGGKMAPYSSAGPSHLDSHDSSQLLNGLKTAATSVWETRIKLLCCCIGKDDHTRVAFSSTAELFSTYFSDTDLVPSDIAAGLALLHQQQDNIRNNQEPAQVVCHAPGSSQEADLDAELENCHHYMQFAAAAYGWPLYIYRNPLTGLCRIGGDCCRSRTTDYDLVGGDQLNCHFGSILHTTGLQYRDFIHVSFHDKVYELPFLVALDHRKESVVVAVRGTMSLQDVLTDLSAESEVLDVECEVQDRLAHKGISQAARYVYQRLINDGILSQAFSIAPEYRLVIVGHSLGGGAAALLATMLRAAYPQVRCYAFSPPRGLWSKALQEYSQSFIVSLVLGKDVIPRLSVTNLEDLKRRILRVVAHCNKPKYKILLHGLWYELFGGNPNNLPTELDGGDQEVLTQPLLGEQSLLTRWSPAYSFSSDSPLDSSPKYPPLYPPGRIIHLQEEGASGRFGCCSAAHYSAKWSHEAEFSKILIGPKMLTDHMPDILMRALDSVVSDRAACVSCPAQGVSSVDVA
The depositor's hits bear a star.

Screening O=C(Nc1c(C(=O)Nc2cccc3ccccc23)cnn1-c1ccccc1)c1ccco1 returned Cardiac RTF inh 1, CAL PDZ FP-1 -0.5, C-LANA FP -0.9, SR-BI DiI-HDL act -1, Keap1 Nrf2 FP 1, RTF Ca sens act 6, CAL PDZ FP-2 -1, Rtt109 Vps75 4, PKA-R2B activ -2 and DAGLB inhibitor 4.
`CC1CC(C)CN(S(=O)(=O)c2ccc(C(=O)N3CCOCC3)cc2)C1` (centres undefined) gave Cardiac RTF inh -4, CAL PDZ FP-1 -1.2, C-LANA FP 0.2, SR-BI DiI-HDL act 9, Keap1 Nrf2 FP -5, RTF Ca sens act -3, CAL PDZ FP-2 -2, Rtt109 Vps75 0, PKA-R2B activ -3 and DAGLB inhibitor -1.
Screening Cc1ccc(C(=O)NCc2cccs2)cc1S(=O)(=O)N1CCCCC1 returned Cardiac RTF inh 3, CAL PDZ FP-1 -1.6, C-LANA FP -0.6, SR-BI DiI-HDL act 9, Keap1 Nrf2 FP -2, RTF Ca sens act 0, CAL PDZ FP-2 -3, Rtt109 Vps75 17, PKA-R2B activ 0 and DAGLB inhibitor -1.
For Cc1cccc(CC2SC(N3CCN(c4ccccc4)CC3)=NC2=O)c1 (centres undefined) the results were Cardiac RTF inh 3, CAL PDZ FP-1 -0.3, C-LANA FP 0.9, SR-BI DiI-HDL act 23, Keap1 Nrf2 FP -1, RTF Ca sens act 0, CAL PDZ FP-2 -3, Rtt109 Vps75 11, PKA-R2B activ -10 and DAGLB inhibitor -1.
Cc1oc(-c2cccs2)nc1CN1CCC(CO)(CCOc2ccccc2)CC1 was read as Cardiac RTF inh -12, CAL PDZ FP-1 -0.9, C-LANA FP 0.0, Keap1 Nrf2 FP -1, RTF Ca sens act -1, CAL PDZ FP-2 2, Rtt109 Vps75 13, PKA-R2B activ 6 and DAGLB inhibitor -3.
`O=C(NCCC1CCCCN1S(=O)(=O)c1cccs1)C(=O)Nc1ccc(F)cc1F` (centres undefined) gave Cardiac RTF inh -2, CAL PDZ FP-1 -0.1, C-LANA FP 0.6, SR-BI DiI-HDL act -7, Keap1 Nrf2 FP -2, RTF Ca sens act 1, CAL PDZ FP-2 -4, Rtt109 Vps75 -10, PKA-R2B activ -4 and DAGLB inhibitor -5.
CC(C)(C)c1cc(C(=O)CCN2CCOCC2)cc(C(C)(C)C)c1O was read as Cardiac RTF inh 2, CAL PDZ FP-1 -0.6, C-LANA FP -0.6, SR-BI DiI-HDL act -11, Keap1 Nrf2 FP -10, RTF Ca sens act -8, CAL PDZ FP-2 -1, Rtt109 Vps75 16, PKA-R2B activ -2 and DAGLB inhibitor 18.
COc1ccc(CSc2nnnn2C)cc1[N+](=O)[O-] was read as Cardiac RTF inh -6, CAL PDZ FP-1 -8.4, C-LANA FP 0.5, SR-BI DiI-HDL act 5, Keap1 Nrf2 FP 4, RTF Ca sens act -4, CAL PDZ FP-2 -16, Rtt109 Vps75 4, PKA-R2B activ -1 and DAGLB inhibitor 3.
For Cc1ccc([C@@H]2[C@@H]3C(=O)N(C)C(=O)[C@@H]3[C@]3(C)C(=O)N(CCO)CC(=O)N23)o1 the results were Cardiac RTF inh -9, CAL PDZ FP-1 -0.4, C-LANA FP 3.0, SR-BI DiI-HDL act -3, Keap1 Nrf2 FP 3, RTF Ca sens act 2, CAL PDZ FP-2 -3, Rtt109 Vps75 -7, PKA-R2B activ -3 and DAGLB inhibitor -1.
Screening COc1cc(NC(=S)N2CCC(C(O)(c3ccccc3)c3ccccc3)CC2)cc(OC)c1 returned Cardiac RTF inh -24, CAL PDZ FP-1 -2.9, C-LANA FP 0.2, SR-BI DiI-HDL act 6, Keap1 Nrf2 FP -6, RTF Ca sens act 1, CAL PDZ FP-2 -3, Rtt109 Vps75 -1, PKA-R2B activ -16 and DAGLB inhibitor 0.
Screening CCOc1cc(/C=N/n2cnnc2)c(Br)cc1O returned Cardiac RTF inh -7, CAL PDZ FP-1 0.1, C-LANA FP 1.2, SR-BI DiI-HDL act 6, Keap1 Nrf2 FP -1, RTF Ca sens act 11, CAL PDZ FP-2 0, Rtt109 Vps75 1, PKA-R2B activ 11 and DAGLB inhibitor 0.
For Cc1ccc(Sc2cc(Cl)nc(N)n2)cc1 the results were Cardiac RTF inh -3, CAL PDZ FP-1 -1.3, C-LANA FP 2.1, SR-BI DiI-HDL act -4, Keap1 Nrf2 FP 3, RTF Ca sens act 0, CAL PDZ FP-2 -9, Rtt109 Vps75 0, PKA-R2B activ -6 and DAGLB inhibitor -2.
`COc1ccc(/C=N/n2c(-c3cc(C)[nH]n3)n[nH]c2=S)cc1` gave Cardiac RTF inh 2, CAL PDZ FP-1 -0.5, C-LANA FP -0.4, SR-BI DiI-HDL act -1, Keap1 Nrf2 FP -2, RTF Ca sens act -3, CAL PDZ FP-2 2, Rtt109 Vps75 0, PKA-R2B activ 0 and DAGLB inhibitor 1.
`CSc1ccc(S(=O)(=O)N(CC(=O)NN=C2CCN(C)CC2)c2ccc(C)cc2)cc1` gave Cardiac RTF inh -6, CAL PDZ FP-1 -2.4, C-LANA FP -0.3, SR-BI DiI-HDL act 21, Keap1 Nrf2 FP -3, RTF Ca sens act -5, CAL PDZ FP-2 -6, PKA-R2B activ 0 and DAGLB inhibitor -4.
For CCC1=Nc2cc(C(=O)NCCCN3CCN(C)CC3)ccc2Sc2ccccc21 the results were Cardiac RTF inh -7, CAL PDZ FP-1 -1.9, C-LANA FP -1.4, SR-BI DiI-HDL act -8, Keap1 Nrf2 FP -7, RTF Ca sens act -2, CAL PDZ FP-2 -5, Rtt109 Vps75 5, PKA-R2B activ -8 and DAGLB inhibitor 2.
COc1ccc(CNC(=O)CN=C2NC(=O)C(c3ccccc3)(c3ccccc3)N2)cc1 was read as Cardiac RTF inh 5, CAL PDZ FP-1 -0.5, C-LANA FP 3.1, SR-BI DiI-HDL act 38, Keap1 Nrf2 FP 0, RTF Ca sens act -2, CAL PDZ FP-2 -6, Rtt109 Vps75 -4, PKA-R2B activ 6 and DAGLB inhibitor -14.
Screening N#Cc1c(SCC(=O)Nc2ccc(C(F)(F)F)cc2)sc2c(O)cc(=O)[nH]c12 returned Cardiac RTF inh -4, CAL PDZ FP-1 -1.2, C-LANA FP 0.9, SR-BI DiI-HDL act -9, Keap1 Nrf2 FP -4, RTF Ca sens act 1, CAL PDZ FP-2 -5, Rtt109 Vps75 -1, PKA-R2B activ 11 and DAGLB inhibitor 7.
`O=C(COC(=O)Cn1[nH]c(=O)c2ccccc2c1=O)NNC(=O)c1ccc(Br)cc1` gave Cardiac RTF inh -15, CAL PDZ FP-1 -3.4, C-LANA FP -0.3, SR-BI DiI-HDL act 0, Keap1 Nrf2 FP -2, RTF Ca sens act 1, Rtt109 Vps75 -2, PKA-R2B activ 5 and DAGLB inhibitor 0.
For Cn1c(Cc2ccccc2)nnc1SCC(=O)N1CCCCC1 the results were Cardiac RTF inh 0, C-LANA FP -0.3, SR-BI DiI-HDL act -5, Keap1 Nrf2 FP -4, RTF Ca sens act 7, CAL PDZ FP-2 1, Rtt109 Vps75 3, PKA-R2B activ 12 and DAGLB inhibitor -4.
O=C1CCS/C(=N\N=C\c2ccc(Cl)cc2Cl)N1 was read as Cardiac RTF inh -5, CAL PDZ FP-1 -1.9, C-LANA FP -0.4, SR-BI DiI-HDL act -2, Keap1 Nrf2 FP -4, RTF Ca sens act 4, CAL PDZ FP-2 -5, Rtt109 Vps75 -1, PKA-R2B activ 4 and DAGLB inhibitor -1.
`CC(=O)Nc1ccc(NC(=O)CCC(=O)OCC(=O)c2ccc(F)cc2)cc1` gave Cardiac RTF inh -2, CAL PDZ FP-1 -2.1, C-LANA FP -0.5, SR-BI DiI-HDL act 23, Keap1 Nrf2 FP 0, RTF Ca sens act -5, CAL PDZ FP-2 -2, Rtt109 Vps75 19, PKA-R2B activ 1 and DAGLB inhibitor -4.
`CCOc1ccc(NC(=O)N(C2CCCCC2)C2CCN(C(C)=O)CC2)cc1` gave Cardiac RTF inh -6, CAL PDZ FP-1 1.0, C-LANA FP 0.0, SR-BI DiI-HDL act 2, Keap1 Nrf2 FP 2, RTF Ca sens act 1, CAL PDZ FP-2 -4, Rtt109 Vps75 -11, PKA-R2B activ -12 and DAGLB inhibitor 0.
Screening COC(=O)c1ccc(OCc2nn[nH]n2)cc1 returned Cardiac RTF inh 2, CAL PDZ FP-1 -1.8, C-LANA FP 1.4, SR-BI DiI-HDL act -2, Keap1 Nrf2 FP -3, RTF Ca sens act -8, CAL PDZ FP-2 61*, Rtt109 Vps75 -2, PKA-R2B activ -1 and DAGLB inhibitor 0.
For Cc1cc(OCC(=O)Nc2ccc(OCc3ccccc3)cc2)nc(C(C)C)n1 the results were Cardiac RTF inh -3, C-LANA FP -1.6, SR-BI DiI-HDL act 0, Keap1 Nrf2 FP 1, RTF Ca sens act 4, CAL PDZ FP-2 2, Rtt109 Vps75 5, PKA-R2B activ -6 and DAGLB inhibitor -2.
Screening Cc1ccc(N(C(=O)c2ccco2)C2C=CS(=O)(=O)C2)cc1 (centres undefined) returned Cardiac RTF inh 0, CAL PDZ FP-1 -1.9, C-LANA FP -0.2, SR-BI DiI-HDL act 1, Keap1 Nrf2 FP -5, RTF Ca sens act -5, CAL PDZ FP-2 -2, Rtt109 Vps75 -10, PKA-R2B activ -5 and DAGLB inhibitor 1.

Arranged by molecular weight (ascending): 3 of the compounds above
`CC(=O)Nc1ccc(NC(=O)CCC(=O)OCC(=O)c2ccc(F)cc2)cc1` gave Cardiac RTF inh -2, CAL PDZ FP-1 -2.1, C-LANA FP -0.5, SR-BI DiI-HDL act 23, Keap1 Nrf2 FP 0, RTF Ca sens act -5, CAL PDZ FP-2 -2, Rtt109 Vps75 19, PKA-R2B activ 1 and DAGLB inhibitor -4.
For CCC1=Nc2cc(C(=O)NCCCN3CCN(C)CC3)ccc2Sc2ccccc21 the results were Cardiac RTF inh -7, CAL PDZ FP-1 -1.9, C-LANA FP -1.4, SR-BI DiI-HDL act -8, Keap1 Nrf2 FP -7, RTF Ca sens act -2, CAL PDZ FP-2 -5, Rtt109 Vps75 5, PKA-R2B activ -8 and DAGLB inhibitor 2.
Screening N#Cc1c(SCC(=O)Nc2ccc(C(F)(F)F)cc2)sc2c(O)cc(=O)[nH]c12 returned Cardiac RTF inh -4, CAL PDZ FP-1 -1.2, C-LANA FP 0.9, SR-BI DiI-HDL act -9, Keap1 Nrf2 FP -4, RTF Ca sens act 1, CAL PDZ FP-2 -5, Rtt109 Vps75 -1, PKA-R2B activ 11 and DAGLB inhibitor 7.
